Screening results from PubChem.
PV pol inh: poliovirus RdRp elongation inhibitors, primary screen, biochemical, fluorescence polarization, total intensity; poliovirus polymerase elongation; active compounds read low; % elongation, % (compound at 16.7 µg/mL); 0.66% of 150,000 active; in the data active means % elongation below about 90%; further: some results filed as inactive read as strong as hits
Target sequence (P03300 1749-2209 limits assumed): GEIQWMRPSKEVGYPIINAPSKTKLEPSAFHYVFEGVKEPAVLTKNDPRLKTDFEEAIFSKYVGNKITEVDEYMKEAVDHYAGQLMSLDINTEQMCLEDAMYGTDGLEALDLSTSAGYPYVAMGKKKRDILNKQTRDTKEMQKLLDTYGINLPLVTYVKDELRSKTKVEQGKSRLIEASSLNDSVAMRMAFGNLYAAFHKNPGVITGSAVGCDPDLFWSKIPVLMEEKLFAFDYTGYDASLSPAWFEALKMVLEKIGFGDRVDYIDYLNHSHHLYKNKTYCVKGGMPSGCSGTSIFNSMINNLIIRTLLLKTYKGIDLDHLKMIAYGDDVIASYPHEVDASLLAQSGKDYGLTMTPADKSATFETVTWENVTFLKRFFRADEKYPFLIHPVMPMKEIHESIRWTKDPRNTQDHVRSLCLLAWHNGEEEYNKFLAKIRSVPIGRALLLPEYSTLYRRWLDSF
PV pol inh FP z-score: second read-out of PV pol inh, no call of its own (marks repeat the call); z-score; measured here: FP z-score; hits read low
* hit, by the source's call. A portion of the library; count on the stated rates, not on these rows.

Start of the data: the first 2 records, to show the layout:
SMILES | PV pol inh | PV pol inh FP z-score
COc1ccc(-n2ncc3c(NC(C)(C)CO)ncnc32)cc1 | 106.0 | -0.2
COc1cccc(N2CCN(C(=O)Cn3cnc4onc(-c5ccc(F)cc5)c4c3=O)CC2)c1 | 98.0 | -0.5

The listing, previewed entries included:
SMILES | PV pol inh | PV pol inh FP z-score
COc1ccc(-n2ncc3c(NC(C)(C)CO)ncnc32)cc1 | 106.0 | -0.2
COc1cccc(N2CCN(C(=O)Cn3cnc4onc(-c5ccc(F)cc5)c4c3=O)CC2)c1 | 98.0 | -0.5
O=C(O)c1cccc(NC(=S)N/N=C/c2cccc(O)c2)c1 | 101.0 | -0.1
CCc1c(C)c2cc3c(-c4ccccc4)coc3cc2oc1=O | 104.0 | 0.8
Oc1ccc(C=NC2c3ccccc3-c3ccccc32)cc1 | 109.0 | 0.4
O=c1cc(CSc2nnnn2-c2ccccc2)[nH]c2nc3ccccc3n12 | 99.0 | -1.2
O=C1OCC2=C1C(c1cccc(Cl)c1)CC(=O)N2c1ccc(C(F)(F)F)cc1 (stereo not given) | 106.0 | 0.5
Clc1ccc(OCc2nn[nH]n2)cc1 | 104.0 | 0.9
CC(=O)N1C(=N)S/C(=C/c2cc3ccccc3nc2Sc2ccccc2)C1=O | 99.0 | -0.5
CCOC(=O)c1sc(SC)c2c1CCc1conc1-2 | 104.0 | -0.1
O=C(COc1ccccc1O)NCC1CCCO1 (stereo not given) | 105.0 | 0.7
COc1cccc(-c2nc3ccccc3s2)c1 | 100.0 | -0.2
CC12CC3CC(C)(C1)CC(CO)(C3)C2 | 105.0 | 0.5
CCOc1ccc(Nc2c(S(=O)(=O)c3ccc(C)cc3)cnc3ccc(F)cc23)cc1 | 103.0 | -0.9
COCCn1c(SCc2ccccc2F)nc2c([nH]c3ccccc32)c1=O | 111.0 | 0.9
COc1ccc(NC(=O)N2CCN(S(=O)(=O)c3ccc4c(ccn4C)c3)CC2)c(OC)c1 | 107.0 | 0.1
O=C(c1cc2ccccc2oc1=O)N1CCOCC1 | 104.0 | 1
CCN(C(=O)COc1cc(=O)n(CC)c2ccccc12)c1cccc(Cl)c1 | 102.0 | 0.6
CC(C)(C)NC(=O)c1ccccc1SCc1ccc(F)cc1 | 106.0 | 0.3
COC(=O)c1cccc(NC(=O)COC(=O)CSc2nc(C)cc(C)n2)c1 | 104.0 | 0.2
Cc1ccc(Cl)cc1Nc1nc2ccccc2c2nncn12 | 108.0 | 0.9
O=S1(=O)CCC(NNC(=S)Nc2ccccc2)C1 (stereo not given) | 102.0 | 0
O=S(=O)(Nc1ccccc1N1CCOCC1)c1ccc(-c2ccccn2)s1 | 100.0 | -0.7
CCOC(=O)c1c(NC(=O)C2c3ccccc3Oc3ccccc32)sc2c1CCC(CC)C2 (stereo not given) | 101.0 | -0.9
O=C(/C=C/c1ccc(Br)o1)N(Cc1nc2ccccc2c(=O)[nH]1)CC1CCCO1 (stereo not given) | 112.0 | 1.6
Cc1nc2ccc(S(=O)(=O)CCC(=O)Nc3ccc(F)cc3C)cc2s1 | 108.0 | 0.2
CC(C)CCNC(=O)Oc1ccccc1 | 107.0 | 0.6
CCOC(=O)C(=O)NCC(c1cccnc1)N1CCN(c2ccccc2)CC1 (stereo not given) | 112.0 | 1
CCN(C(=O)c1cc2c(-c3ccc(Cl)cc3)nn(C)c2s1)c1cccc(Cl)c1 | 101.0 | -0.2
CSC(=NC1CCCCC1)NC#N | 103.0 | -0.1
O=C(CNC(=O)c1ccccc1F)NCc1ccco1 | 106.0 | 0.7
CC1(C)C(=O)N(CC(=O)Nc2ccc(Cl)cc2)c2ccccc21 | 110.0 | 0.6
c1csc(-c2nnc(N3CCCCCC3)c3ccccc23)c1 | 101.0 | -0.2
O=C(Cc1ccc(F)cc1)Nc1cccc(-c2nc3cccnc3s2)c1 | 111.0 | 0.2
CCCN(CCC)C(=O)c1c2c(nc3ccccc13)C(=O)N(C1CCCCC1)C2 | 102.0 | -0.3
O=C(C1CCN(S(=O)(=O)c2cc(C(F)(F)F)ccc2Cl)CC1)N1CCN(C(=O)C2CCCO2)CC1 (stereo not given) | 99.0 | -0.5
CC(C)CNc1ncnc2c1oc1ccccc12 | 108.0 | -0.2
Cc1ccc(C)c(S(=O)(=O)c2cnc(SCC(=O)Nc3ccc(F)cc3F)[nH]c2=O)c1 | 101.0 | -1
Cc1csc(C(C#N)C(=O)CSc2nc3ccccc3o2)n1 (stereo not given) | 104.0 | 0.1
CCOC(=O)c1ccc(NC(=O)Cn2c(=O)n(-c3ccc(C)cc3)c(=O)c3c2cnn3C)cc1 | 105.0 | 0.1
Cc1ccccc1OC(=O)Cn1c(=O)sc2ccccc21 | 104.0 | 0
Cc1oc2ncn3nc(C(C)Oc4cccc5ccccc45)nc3c2c1C (stereo not given) | 101.0 | -0.4
CCOC(=O)/C=C(\C)Nc1nc2ccccc2s1 | 101.0 | 0.3
COc1cccc(Cn2c(=O)n3nc(CCn4nc(C)cc4C)nc3c3ccccc32)c1 | 99.0 | -1.1
COc1ccc2cc3c(N)nn(C(=O)c4ccncc4)c3nc2c1 | 100.0 | -0.9
CCC(=O)N1c2ccccc2CC1C(=O)NCc1cccc(OC)c1OC (stereo not given) | 107.0 | 0.1
O=C(CCS(=O)(=O)c1cc(Br)cc2c1N(C(=O)C1CC1)CC2)N1CCN(c2ccccc2)CC1 | 102.0 | -0.8
COc1ccc2c(c1OC)C(=O)O[C@H]2[C@H]1c2c(cc3c(c2OC)OCO3)CCN1C | 99.0 | -0.2
Cc1ccc(C(=O)c2oc3ccccc3c2NC(=O)Cc2coc3c(C)c(C)ccc23)cc1 | 113.0 | -0.2
CN(Cc1ccc(C(C)(C)C)cc1)C(=O)c1ccc(N(C)C)cc1 | 97.0 | -0.5
COc1ccc(C(=O)/C=C2/NCC(C)NC2=O)cc1 (stereo not given) | 106.0 | 0.7
CCCCn1nnnc1COC(=O)CCc1c[nH]c2ccccc12 | 105.0 | 0.1
CCCCN(C)C(=O)c1ccc2c(c1)N(Cc1cccc(F)c1)C(=O)c1ccccc1S2 | 112.0 | 1.1
Nc1ncnc2c1ncn2[C@@H]1O[C@H](CO)[C@H](O)C1O (stereo not given in full) | 100.0 | 0.1
NC(=O)C1CCN(c2ncnc3nc[nH]c23)CC1 | 106.0 | 0.4
CCC(=O)Nc1cc(C(=O)NCc2ccc(C)cc2)ccc1S(=O)(=O)c1ccc(C)cc1 | 103.0 | -0.5
Cc1ccc(Cn2cc(CO)c3ccccc32)cc1 | 99.0 | -0.4
Cc1ccc(NC(=O)CSc2cccc[n+]2[O-])c(Br)c1 | 100.0 | -0.4
CC(C)C(=O)c1cn(Cc2ccccc2C#N)c2ccccc12 | 99.0 | -0.8
CCCCc1ccc(NC(=O)Nc2ccc(N3CCCCC3)cc2)cc1 | 111.0 | 1
Next part:
SMILES | PV pol inh | PV pol inh FP z-score
Cc1ccc(S(=O)(=O)NCC2CCC(C(=O)NCc3cccnc3)CC2)cc1 (stereo not given) | 100.0 | 0
CCC(C)NC(=O)c1cc(-c2cccs2)nc2c1c(C)nn2-c1ccccc1 (stereo not given) | 105.0 | 0.6
NC(=O)c1ccsc1NC(=O)COC(=O)c1ccccc1 | 104.0 | 0.2
Cc1cc(N2CCN(C)CC2)nc2ccc(NC(=O)Nc3ccccc3Br)cc12 | 103.0 | 0
CCN(CC)C(=O)N1CCN(CCC#N)CC1 | 100.0 | -0.4
CN(C)C(=O)CSc1nnc2n1C(C)(C)Cc1ccccc1-2 | 104.0 | 1
CCc1ccccc1NS(=O)(=O)c1ccc2nc(-c3ccccc3)[nH]c2c1 | 109.0 | 0
COc1ccccc1CNC(=O)c1cnc2c(-c3ccccc3)c(C)nn2c1C | 111.0 | 0.4
O=S(=O)(NCCS(=O)(=O)N1CCN(c2ccccc2)CC1)c1ccc(Br)cc1 | 104.0 | -0.6
COc1ccc(-n2ncc(C(=O)NCCN3CCOCC3)c2C2CCN(C(=O)OC(C)(C)C)CC2)cc1 | 102.0 | -0.9
O=S(=O)(NCC(c1ccccc1)N1CCNCC1)c1ccccc1 (stereo not given) | 105.0 | 1.2
CCC(=O)c1[nH]c(C)c(C(=O)CC)c1C | 98.0 | -0.6
O=C(C1CCN(S(=O)(=O)c2cccc3nonc23)CC1)N1CCN(c2ccccc2F)CC1 | 102.0 | -0.6
O=C(c1cc2c(s1)-c1ccccc1S(=O)(=O)C2)N1CCCCC1 | 104.0 | 0.7
CC(=O)Nc1nonc1-c1nnc(SCC(=O)Nc2ccc(C)cc2C)n1C | 108.0 | 0.3
COc1cccc(N2CCN(C(=O)CCS(=O)(=O)c3ccc4c(c3)CC(=O)N4C)CC2)c1 | 106.0 | 0
CCn1c(CNC(=O)C(OC)c2ccccc2)nnc1SC (stereo not given) | 101.0 | -0.3
Cc1ccc(O)c(C(=O)c2cnn3c(=S)[nH]nc3c2)c1 | 71.0* | -3.8*
CCc1ccccc1NC(=O)c1sc2nc(C)cc(COC)c2c1N | 103.0 | 0
CCN(CC)c1ccc(C2C(C(N)=O)=C(C)Nc3nc(SCc4ccccc4Cl)nn32)cc1 (stereo not given) | 106.0 | 0.3
COc1ccc(CNC(=O)C2CCCCN2S(=O)(=O)c2ccc(F)cc2)cc1 (stereo not given) | 107.0 | 0
Cc1ccc(-c2nc3c(cnn3-c3ccccc3)c(=O)n2-c2cccc(Cl)c2)cc1 | 103.0 | -0.2
CCCCNC(=O)CSc1nc2n[nH]c(C)c2c(=N)n1-c1cccc(C)c1 | 97.0 | -1.1
COc1cccc2oc(-c3ccccc3)c(Br)c12 | 105.0 | 0.6
O=C(CSc1nc(-c2cccs2)nc2cc(=O)[nH]n12)Nc1ccccc1F | 107.0 | 0.2
O=C(CSC1=NCCS1)C12CC3CC(CC(C3)C1)C2 | 100.0 | -0.6
CCc1ccc(NC(=O)Cn2c(=O)n(CCC(=O)NCCc3ccc(OC)c(OC)c3)c(=O)c3ccccc32)cc1 | 107.0 | 0.3
COC(=O)C12CC3CC(CC(NC(C)=O)(C3)C1)C2 | 99.0 | -1.3
Cc1ccc(C)c(S(=O)(=O)Nc2ccc3oc4c(c3c2)CC(C(C)(C)C)CC4)c1 (stereo not given) | 102.0 | 0.1
N/C(Cc1ccc(Cl)cc1Cl)=N\OC(=O)c1ccc(Br)o1 | 100.0 | 0.1

Arranged by length of the SMILES (highest first): some entries from above.
SMILES | PV pol inh | PV pol inh FP z-score
Cc1oc2ncn3nc(C(C)Oc4cccc5ccccc45)nc3c2c1C (stereo not given) | 101.0 | -0.4
CCc1ccccc1NC(=O)c1sc2nc(C)cc(COC)c2c1N | 103.0 | 0
COc1ccc(C(=O)/C=C2/NCC(C)NC2=O)cc1 (stereo not given) | 106.0 | 0.7

Other compounds follow.
SMILES | PV pol inh | PV pol inh FP z-score
C[N+]1=C(/C=C/Nc2ccccc2)SCC1 | 103.0 | 0.3
C/C(=N\N1C(=O)CN(Cc2ccccc2)C1c1ccco1)c1ccc(Cl)cc1 (stereo not given) | 102.0 | 0.4
O=C(c1ccc(N2CCOCC2)nc1)N1CCSCC1 | 105.0 | 0.4
S=C(Nc1ccccc1)N1CCN(Cc2ccccc2)CC1 | 100.0 | -0.5
O=C(c1cnn(-c2ccccc2)c1-n1cccc1)N1CCc2ccccc21 | 101.0 | -0.8
Cc1ccccc1C(=O)N1CCCCC1CCN1CCCCC1 (stereo not given) | 110.0 | 0.9
Cn1c(=O)c(C(=O)NCc2cccnc2)cc2cccnc21 | 111.0 | 0.5
COc1cc(N)c(Cl)cc1C(=O)OCC(=O)N(C)C1CCCCC1 | 101.0 | -0.1
c1ccc(CSc2nc3ccccc3n3cnnc23)cc1 | 103.0 | 0.3
COc1ccc(-c2ccc(C#N)c(SCc3ccccn3)n2)cc1 | 102.0 | 0.2
Nc1ccc(Cc2ccc(N)c(N)c2)cc1N | 83.0 | -3.3
COc1ccc(Nc2n[nH]c(N)c2C(N)=O)cc1 | 100.0 | -0.1
Clc1ccc(CCN2COc3ccc(Cl)cc3C2)cc1 | 105.0 | 0.2
CCOC(=O)N/N=C/c1ccc(OC)c(CN2CCOCC2)c1 | 102.0 | 0
O=C(NCCc1ccccc1)c1csc2c1CCCCC2 | 102.0 | -0.1
CC[n+]1c(C)n(-c2ccccc2)c2ccc(N)cc21 | 102.0 | 0.2
CC(=O)Nc1c(C)nn(-c2ccccc2)c1N1CCC(C(=O)Nc2ccccc2C(F)(F)F)CC1 | 108.0 | 0
COC(=O)C(CCSC)NC(=O)c1cc2c(n(-c3ccc(Cl)cc3)c1=O)CCCC2=O (stereo not given) | 105.0 | 0
COc1cccc(-c2nc(S(=O)(=O)c3ccccc3)c(N3CCCCC3)o2)c1 | 103.0 | -0.4
Cc1c(C(=O)O)cc(-c2ccccc2)n1Cc1ccccc1 | 102.0 | 0.1
COc1ccc(OC)c(CCNC(=O)C2CCN(c3ncnc4c3nc3n4CCCCC3)CC2)c1 | 104.0 | -0.5
Cc1ccc2cccc(NC(=O)c3ccc(-c4ccc(Cl)cc4Cl)o3)c2n1 | 105.0 | 0.3
CCN(CC)c1ccc(NC(=O)C2CCCCC2)c(N(CC)CC)n1 | 103.0 | -0.1
CC1CC(C)CN(C(=O)COC(=O)Cc2coc3cc(O)ccc23)C1 (stereo not given) | 98.0 | -0.8
Cc1cccc(NC(=O)C(C)C)c1 | 105.0 | 0.1
Cc1ccc2c(CN(C)c3ccccc3)cc(=O)oc2c1 | 102.0 | -0.1
C/C(=N\NC(=O)c1cc2ccccc2cc1O)c1cccnc1 | 99.0 | -0.7
COc1ccc(Cl)cc1C(=O)CCC(=O)O | 102.0 | 0.1

At a glance, part of the list above:
SMILES | PV pol inh | PV pol inh FP z-score
CCN(CC)c1ccc(NC(=O)C2CCCCC2)c(N(CC)CC)n1 | 103.0 | -0.1
CC1CC(C)CN(C(=O)COC(=O)Cc2coc3cc(O)ccc23)C1 (stereo not given) | 98.0 | -0.8
Cc1cccc(NC(=O)C(C)C)c1 | 105.0 | 0.1
Cc1ccc2c(CN(C)c3ccccc3)cc(=O)oc2c1 | 102.0 | -0.1
C/C(=N\NC(=O)c1cc2ccccc2cc1O)c1cccnc1 | 99.0 | -0.7
COc1ccc(Cl)cc1C(=O)CCC(=O)O | 102.0 | 0.1
